OX1R antag-1: OX1R (human) antagonism. AID 485270. inhibition, % at 6.6 µM. actives 1.8% (n = 330,000). O43613. OX1R-expressing cells, FRET antagonist read-out; in the data active means inhibition mostly above about 38%, no sharp cut-off; inactive means mostly below about 40%;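 further: 0% = agonist challenge alone and 100% = reference antagonist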
Target sequence (O43613 whole entry, looked up): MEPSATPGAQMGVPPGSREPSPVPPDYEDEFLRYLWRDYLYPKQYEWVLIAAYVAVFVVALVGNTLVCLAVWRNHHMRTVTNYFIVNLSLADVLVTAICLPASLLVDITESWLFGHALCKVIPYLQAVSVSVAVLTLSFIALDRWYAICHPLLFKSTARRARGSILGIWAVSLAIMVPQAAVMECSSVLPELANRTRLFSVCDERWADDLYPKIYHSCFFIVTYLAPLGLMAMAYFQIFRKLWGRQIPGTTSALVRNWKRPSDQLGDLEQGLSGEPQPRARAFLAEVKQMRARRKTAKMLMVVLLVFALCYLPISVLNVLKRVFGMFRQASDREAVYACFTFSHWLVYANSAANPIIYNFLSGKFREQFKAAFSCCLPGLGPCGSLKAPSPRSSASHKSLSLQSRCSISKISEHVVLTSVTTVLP
STK33 inh: inhibitors of human STK33 kinase. purified STK33, MBP phosphorylation, ADP-Glo luminescence. inhibition, % at 10 µM. actives 0.073% (n = 320,000);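 active means inhibition at or above 25%, using the most active replicate where run in duplicate; inactive means inhibition below 25%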
Target sequence (Q9BYT3 whole entry, looked up): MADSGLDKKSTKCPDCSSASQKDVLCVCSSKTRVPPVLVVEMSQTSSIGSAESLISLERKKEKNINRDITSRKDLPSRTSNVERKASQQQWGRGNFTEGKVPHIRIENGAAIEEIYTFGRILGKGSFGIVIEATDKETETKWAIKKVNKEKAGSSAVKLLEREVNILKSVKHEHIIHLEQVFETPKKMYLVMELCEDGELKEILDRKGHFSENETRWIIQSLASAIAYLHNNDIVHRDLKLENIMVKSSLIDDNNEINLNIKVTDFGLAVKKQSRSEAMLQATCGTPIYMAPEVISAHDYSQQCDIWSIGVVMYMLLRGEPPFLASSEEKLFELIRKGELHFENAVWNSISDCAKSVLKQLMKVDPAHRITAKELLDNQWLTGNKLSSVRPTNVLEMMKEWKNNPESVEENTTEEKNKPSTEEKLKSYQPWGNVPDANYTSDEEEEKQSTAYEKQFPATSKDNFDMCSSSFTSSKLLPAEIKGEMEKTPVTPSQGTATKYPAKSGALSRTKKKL
OX1R antag-2: human HCRTR1 antagonism | actives 0.43% (n = 330,000) | inhibition, % at 5 µM | CHO/OX1R cells, Fluo-8 calcium fluorescence, orexin A | O43613 | AID 434989;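 active means inhibition above its plate's threshold, mean inhibition of all tested compounds on the plate plus 3 SD, cut at about 37% in these data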;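 further: 0% = orexin A challenge wells and 100% = SB-334867-A antagonist wells; not every result past the cut was called active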
* marks the source's active call; other numbers are inactive results.

Results for COc1ccc([N+](=O)[O-])c(OC)c1C(=O)NC(=O)Nc1c(C)cccc1C ?
OX1R antag-1: -8; STK33 inh: -0.5; OX1R antag-2: -14

What do the screens show for `CCCCc1ccc(-c2nc(NC(=O)C3C4CCC(O4)C3C(=O)O)sc2C)cc1` (stereo not given)?
OX1R antag-1: 24; STK33 inh: 0.9; OX1R antag-2: -16

What do the screens show for `CCCCCOC(=O)Cc1c(O)c2ccccc2n(C)c1=O`?
OX1R antag-1: 17; STK33 inh: -1.0; OX1R antag-2: -6

Results for CCN(/N=C/C=C/c1ccccc1)c1cc(=O)n(C)c(=O)[nH]1 ?
OX1R antag-1: 16; STK33 inh: -0.5; OX1R antag-2: -20

How did O=C1[C@H](CC[C@H](O)c2ccc(F)cc2)[C@@H](c2ccc(O)cc2)N1c1ccc(F)cc1 do in these assays?
OX1R antag-1: 16; STK33 inh: -1.2; OX1R antag-2: -6

Results for COCCNC(=O)CSc1nc2ccccc2c(=O)n1-c1cccc(OC)c1 ?
OX1R antag-1: 20; OX1R antag-2: -20

Results for CN(C)CCCn1c2c(c(SCC(=O)Nc3ccc4c(c3)OCCO4)nc1=O)CCC2 ?
OX1R antag-1: 9; STK33 inh: -1.6; OX1R antag-2: -10

Results for CCn1c(=O)c2ccccc2n(CC(=O)N2CCCc3ccccc32)c1=O ?
OX1R antag-1: 6; STK33 inh: -0.5; OX1R antag-2: -15

How did NC(=O)c1ncc(C(F)(F)F)cc1Oc1ccc(F)cc1 do in these assays?
OX1R antag-1: 18; STK33 inh: -0.3; OX1R antag-2: -15

How did COc1ccccc1NC(=O)Cc1csc(NC(=S)Nc2ccccc2)n1 do in these assays?
OX1R antag-1: 16; STK33 inh: -0.7; OX1R antag-2: 5

What do the screens show for `O=C(COc1ccc(Cl)cc1)N1CCCCCCC1`?
OX1R antag-1: 8; STK33 inh: -0.8; OX1R antag-2: -3

What do the screens show for `COc1ccccc1-c1cnn2c(NCCc3ccccc3)cc(C)nc12`?
OX1R antag-1: 24; STK33 inh: -0.6; OX1R antag-2: -46

How did O=C1C(Cl)=C(Nc2cccc(O)c2)C(=O)N1Cc1ccccc1 do in these assays?
OX1R antag-1: 47; STK33 inh: 0.6; OX1R antag-2: -2

What do the screens show for `O=C(CCCc1nc2ccccc2s1)Nc1nccs1`?
OX1R antag-1: 29; STK33 inh: 0.0; OX1R antag-2: -32

How did CCOC(=O)c1nnn(CC(=O)N2N=C(c3ccc(Cl)cc3)CC2c2ccc(OC)cc2)c1C(=O)OCC (stereo not given) do in these assays?
OX1R antag-1: 18; STK33 inh: -0.1; OX1R antag-2: -30

Results for c1ccc2c(NC3CCCC3)nnc(NC3CCCC3)c2c1 ?
OX1R antag-1: 29; STK33 inh: -0.2; OX1R antag-2: -28

How did O=C(O)c1ccc(-c2nc(-c3ccccc3Cl)cs2)cc1 do in these assays?
OX1R antag-1: -3; STK33 inh: -0.6; OX1R antag-2: 2

Results for COc1ccc(N2CCOCC2)c(NC(=O)c2ccc3c(c2)OCO3)c1 ?
OX1R antag-1: 22; STK33 inh: 1.7; OX1R antag-2: -16

Results for Cn1c(N)c(C(=O)COC(=O)c2ccc(F)cc2Cl)c(=O)n(C)c1=O ?
OX1R antag-1: -1; STK33 inh: -0.8; OX1R antag-2: -23

What do the screens show for `CCC1(c2ccc(F)cc2)NC(=O)N(CC(=O)N2CCN(S(=O)(=O)c3ccc(C)cc3)CC2)C1=O` (stereo not given)?
OX1R antag-1: 11; STK33 inh: 0.5; OX1R antag-2: -23

8 successive records already listed:
How did O=C1C(Cl)=C(Nc2cccc(O)c2)C(=O)N1Cc1ccccc1 do in these assays?
OX1R antag-1: 47; STK33 inh: 0.6; OX1R antag-2: -2

What do the screens show for `O=C(CCCc1nc2ccccc2s1)Nc1nccs1`?
OX1R antag-1: 29; STK33 inh: 0.0; OX1R antag-2: -32

How did CCOC(=O)c1nnn(CC(=O)N2N=C(c3ccc(Cl)cc3)CC2c2ccc(OC)cc2)c1C(=O)OCC (stereo not given) do in these assays?
OX1R antag-1: 18; STK33 inh: -0.1; OX1R antag-2: -30

Results for c1ccc2c(NC3CCCC3)nnc(NC3CCCC3)c2c1 ?
OX1R antag-1: 29; STK33 inh: -0.2; OX1R antag-2: -28

How did O=C(O)c1ccc(-c2nc(-c3ccccc3Cl)cs2)cc1 do in these assays?
OX1R antag-1: -3; STK33 inh: -0.6; OX1R antag-2: 2

Results for COc1ccc(N2CCOCC2)c(NC(=O)c2ccc3c(c2)OCO3)c1 ?
OX1R antag-1: 22; STK33 inh: 1.7; OX1R antag-2: -16

Results for Cn1c(N)c(C(=O)COC(=O)c2ccc(F)cc2Cl)c(=O)n(C)c1=O ?
OX1R antag-1: -1; STK33 inh: -0.8; OX1R antag-2: -23

What do the screens show for `CCC1(c2ccc(F)cc2)NC(=O)N(CC(=O)N2CCN(S(=O)(=O)c3ccc(C)cc3)CC2)C1=O` (stereo not given)?
OX1R antag-1: 11; STK33 inh: 0.5; OX1R antag-2: -23

Remaining list, next part:
What do the screens show for `CS(=O)(=O)N(CC(=O)NCc1ccccc1Cl)Cc1ccccc1`?
OX1R antag-1: 20; STK33 inh: 0.1; OX1R antag-2: -35

What do the screens show for `O=C(Nc1cccc(N=Cc2cc(Br)cc(Br)c2O)c1)c1ccco1`?
OX1R antag-1: 4; STK33 inh: -0.5; OX1R antag-2: -13

What do the screens show for `CCOC(=O)c1ccc(NC(=O)C2(c3ccc(OC)cc3)CCOCC2)cc1`?
OX1R antag-1: 15; STK33 inh: -2.7; OX1R antag-2: -10

Results for O=C(CN1CCN(S(=O)(=O)c2ccccc2)CC1)N1CCc2ccccc21 ?
OX1R antag-1: 3; STK33 inh: 0.5; OX1R antag-2: -5

How did CCN(c1ccccc1)S(=O)(=O)c1cccc(C(=O)N2CCN(S(=O)(=O)c3ccccc3)CC2)c1 do in these assays?
OX1R antag-1: -2; STK33 inh: -0.9; OX1R antag-2: -20

How did O=c1oc2cc(OCc3ccc(F)cc3F)ccc2cc1-c1ccc2ccccc2n1 do in these assays?
OX1R antag-1: 6; STK33 inh: -1.9; OX1R antag-2: -12

How did CC(=O)N1N=C(c2cccc(NS(=O)(=O)c3ccc(C)cc3)c2)CC1c1ccco1 (stereo not given) do in these assays?
OX1R antag-1: 8; STK33 inh: -0.4; OX1R antag-2: -11

How did CC1(C(=O)N2CCC(CC3CC(c4cccc(Br)c4)=NO3)(C(=O)NCC3CCCCC3)CC2)CC1 (stereo not given) do in these assays?
OX1R antag-1: 7; STK33 inh: 1.4; OX1R antag-2: -53

Results for Nc1ccccc1C(O)(Cc1ccccc1)c1ccccc1 (stereo not given) ?
OX1R antag-1: 11; STK33 inh: 2.5; OX1R antag-2: -16

What do the screens show for `COc1ccc(CCN2CCCC(CN(C)C(=O)c3ccoc3C)C2)cc1` (stereo not given)?
OX1R antag-1: 4; STK33 inh: -2.5; OX1R antag-2: -8

How did CCNC(=O)NC(=O)c1csc([N+](=O)[O-])c1 do in these assays?
OX1R antag-1: 40*; STK33 inh: -1.4; OX1R antag-2: -11

What do the screens show for `C=CCOc1ccc2ccccc2c1CNCCCN1CCOCC1`?
OX1R antag-1: 28; STK33 inh: -0.3; OX1R antag-2: -32

Results for C=C[C@@H]1c2ccccc2N(S(=O)(=O)c2ccc(C)cc2)[C@H](c2ccc(OC(C)=O)cc2)C1(C#N)C#N ?
OX1R antag-1: 14; STK33 inh: 0.3; OX1R antag-2: -1

Results for COc1cccc(Nc2nc(-c3cccnc3)cs2)c1 ?
OX1R antag-1: 23; STK33 inh: -2.6; OX1R antag-2: -25

What do the screens show for `CCCc1cc(=O)oc2c(C)c(OCC(=O)N3CCC(C(N)=O)CC3)ccc12`?
OX1R antag-1: 14; STK33 inh: -1.4; OX1R antag-2: -11

What do the screens show for `O=C(NCCn1ccc2ccccc21)c1cccc([N+](=O)[O-])c1`?
OX1R antag-1: 18; STK33 inh: 1.7; OX1R antag-2: -3

Results for CC(=O)CSc1nc2ccc(Nc3nc(N4CCOCC4)nc(N4CCOCC4)n3)cc2s1 ?
OX1R antag-1: 18; STK33 inh: 0.6; OX1R antag-2: -16

Results for O=C(COc1ccc(C(=O)Nc2ccc(Cl)cc2)cc1)NCc1ccccc1 ?
OX1R antag-1: 17; STK33 inh: -0.4; OX1R antag-2: 0

Results for Cc1ccc(-n2ncc3c(=O)n(CC(=O)N(C(C)C)C(C)C)cnc32)cc1 ?
OX1R antag-1: 0; STK33 inh: 0.1; OX1R antag-2: -3

What do the screens show for `CCOc1cc(N2CCOCC2)c(OCC)cc1NC(=O)c1cc(-c2ccco2)nc2ccccc12`?
OX1R antag-1: 37*; STK33 inh: -1.4; OX1R antag-2: -1

What do the screens show for `CSc1ccc(C(=O)NC2CCSc3ccccc32)cc1` (stereo not given)?
OX1R antag-1: 8; STK33 inh: -1.4; OX1R antag-2: -2

How did COc1ccc(/C=N/NC(=O)c2ccc(O)cc2O)cc1CSc1ccccn1 do in these assays?
OX1R antag-1: 15; STK33 inh: -1.0; OX1R antag-2: -23

Results for Cn1c(N)c(C(=O)COC(=O)c2nc(Cl)ccc2Cl)c(=O)n(C)c1=O ?
OX1R antag-1: 21; STK33 inh: -1.5; OX1R antag-2: -9

How did CCCC1CCC(c2nc(-c3cccnc3)no2)CC1 (stereo not given) do in these assays?
OX1R antag-1: 11; STK33 inh: -0.1; OX1R antag-2: -3

Results for COc1ccc(NS(=O)(=O)c2ccc(OC)c(N(C)S(=O)(=O)c3ccc(Cl)cc3)c2)cc1 ?
OX1R antag-1: 28; STK33 inh: 2.1; OX1R antag-2: 61*

How did CCc1cc2c(=O)[nH]c(Cc3ccc(Cl)cc3)nc2s1 do in these assays?
OX1R antag-1: -1; STK33 inh: -0.3; OX1R antag-2: -24

How did O=C(C[C@@H]1C/C=C\C[C@@H](Cc2ccc(F)cc2)C(=O)OC[C@H]2CCCN2C1=O)NCCO do in these assays?
OX1R antag-1: 8; STK33 inh: -1.2; OX1R antag-2: -9

Results for COC1=CCC2([N+](=O)[O-])CN(CCO)CC1([N+](=O)[O-])C2 (stereo not given) ?
OX1R antag-1: 4; STK33 inh: -1.8; OX1R antag-2: 0

What do the screens show for `O=C(O)/C=C/C(=O)N1CCN(c2ccccc2F)CC1`?
OX1R antag-1: 7; STK33 inh: -0.9; OX1R antag-2: -10

How did CC(=O)O[C@]1(C(C)=O)CC[C@H]2[C@@H]3C=C(C)C4=CC(=O)CC[C@@H]4[C@H]3CC[C@@]21C do in these assays?
OX1R antag-1: 15; STK33 inh: -1.3; OX1R antag-2: -9

What do the screens show for `COc1ccccc1CN=Cc1[nH]c2ccc(Br)c(Cl)c2c1O`?
OX1R antag-1: 27; STK33 inh: 1.6; OX1R antag-2: -21

Results for CCc1ccccc1N(CC(=O)NCc1ccc(OC)cc1)C(=O)CCC(=O)Nc1ccccn1 ?
OX1R antag-1: 21; STK33 inh: 0.3; OX1R antag-2: -26

How did O=C(Nc1ccccc1)OCCN1CCN(Cc2ccccc2)CCC1=O do in these assays?
OX1R antag-1: 10; STK33 inh: 0.0; OX1R antag-2: -4

How did Cc1cc(NC(=O)CSc2nnc(-c3ccc([N+](=O)[O-])cc3)o2)no1 do in these assays?
OX1R antag-1: 59*; STK33 inh: -1.2; OX1R antag-2: -9

Results for CC(=O)c1ccc(S(=O)(=O)Nc2cccc(S(=O)(=O)NC3=NCCC3)c2)cc1 ?
OX1R antag-1: 11; STK33 inh: -1.0; OX1R antag-2: -22

How did CCN(CC(=O)Nc1c(F)cccc1F)C(=O)CCNS(=O)(=O)c1ccc(C)c(C)c1 do in these assays?
OX1R antag-1: 25; STK33 inh: -2.8; OX1R antag-2: -7

Results for CCCCOP(=O)(c1ccc(N(C)C)cc1)C(O)c1c(Cl)cccc1Cl (stereo not given) ?
OX1R antag-1: -6; STK33 inh: -1.2; OX1R antag-2: -10

How did O=C(Cn1c2[n+](c3ccc(C(F)(F)F)cc31)CCCCC2)Nc1ccccc1 do in these assays?
OX1R antag-1: 15; STK33 inh: 0.4; OX1R antag-2: 3

What do the screens show for `CC(C)n1c(/N=C/c2c[nH]c3ccccc23)nc2ccccc21`?
OX1R antag-1: 12; STK33 inh: -0.6; OX1R antag-2: -26

How did COc1ccc(NC2=NCC(=O)N2c2ccccc2)c(OC)c1 do in these assays?
OX1R antag-1: 4; STK33 inh: -1.6; OX1R antag-2: -6

What do the screens show for `O=C(COc1ccc2ccc(=O)oc2c1)N1CCc2ccccc21`?
OX1R antag-1: 25; STK33 inh: -1.5; OX1R antag-2: -3

Results for Cc1ccc(NC(=O)CSc2nncs2)cc1Cl ?
OX1R antag-1: -1; STK33 inh: -0.4; OX1R antag-2: -8

Results for CC(=O)Nc1ccc(NC(=O)C(C)Oc2ccccc2F)cc1 (stereo not given) ?
OX1R antag-1: 14; STK33 inh: -0.5; OX1R antag-2: -7

What do the screens show for `Cc1cccc(NS(=O)(=O)c2cccc(C(=O)N3CC(C)OC(C)C3)c2)c1` (stereo not given)?
OX1R antag-1: 16; STK33 inh: -0.6; OX1R antag-2: -14

How did COC(=O)N/N=C/c1ccc([N+](=O)[O-])s1 do in these assays?
OX1R antag-1: 106*; STK33 inh: -0.3; OX1R antag-2: 10

How did CCOc1ccccc1Oc1cn[nH]c1-c1ccc(OCC(=O)NN)cc1O do in these assays?
OX1R antag-1: -3; STK33 inh: -0.4; OX1R antag-2: -27

Results for CCOC(=O)C1=C(C)N(CCCCCC(=O)O)C(=O)NC1c1ccccc1OS(=O)(=O)c1ccc(C)cc1 (stereo not given) ?
OX1R antag-1: 38; STK33 inh: 0.8; OX1R antag-2: -34

Results for N#Cc1c(-c2ccccc2)nc(SCC(=O)Nc2ccccc2)[nH]c1=O ?
OX1R antag-1: 15; STK33 inh: -2.1; OX1R antag-2: -3

Results for Cc1onc(-c2c(F)cccc2Cl)c1C(=O)NCc1ccc(F)cc1 ?
OX1R antag-1: -4; STK33 inh: -1.3; OX1R antag-2: -15

Bioassay records deposited in PubChem BioAssay by several laboratories.
